High-throughput results (PubChem BioAssay)
USP1 inh: inhibitors of human USP1/UAF1 deubiquitinase; O94782; recombinant USP1/UAF1, Ub-Rhodamine cleavage fluorescence; Potency, µM (top dose mostly 57.1 µM), without a hit: at the top dose activity change, negative = inhibition, most hits filed as inhibitors; 390,000 tested, 0.23% active; AID 743255; note: potency is the fitted concentration of half-maximal effect; % is set by controls: 0 for no effect and ±100 for the full control effect; nearly all actives have a fitted effect of over 60% in size; inactives centre near -12
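USP1/UAF1 complex (1 nM) preincubated 15 min at room temperature with compound, then Ub-Rho substrate (150 nM final) added. Kinetic fluorescence at 480/540 nm over 6 reads at 60 s intervals; 50 mM HEPES pH 7.8, 0.5 mM EDTA, 0.1 mg/ml BSA, 1 mM TCEP, 0.01% Tween-20.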
PI4K2A block: blocks human PI4K2A kinase activity; purified PI4K2A, ADP-Glo luminescence, 1 h; active compounds read low; AID 1346378; activity change, negative = inhibition, % at 76.9 µM; 420,000 tested, 0.13% active; Q9BTU6; in the data active = activity change below about -50%; inconclusive = mostly about -30% to -49%;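 note: -100% = wells without enzyme as full effect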
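ADP-Glo luminescence measured ADP generated by PI4K2A enzyme (4 ug/mL before mixing) with 1.2 mM PI substrate (pre-mix) and 300 microM ATP (pre-mix). Tris pH7.5 buffer with MgCl2, Triton X-100; 1 h reaction at ambient temperature.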
Vif-APOBEC3F blk: inhibitors of Vif-A3F interaction | HeLa A3F-eYFP + Vif (tagged APOBEC3F with the HIV-1 protein that degrades it), YFP fluorescence increase | Potency, µM (series often up to 46.1 µM), for inactives: at the highest dose activity, negative = active | 390,000 tested, 0.2% active | AID 602313; note: potency is the fitted concentration of half-maximal effect; % of control where 0% means no effect; nearly all actives have a fitted effect of over 65% in size
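Fluorescence increase (Ex 488/Em 500-530) after overnight compound treatment at 37 deg C flags inhibition of Vif-driven A3F-eYFP loss in stable HeLa A3F-eYFP/Vif cells seeded overnight beforehand.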
Glioma ERSR ind: induces the endoplasmic reticulum stress response in human glioma cells; AID 602332; Potency, µM, inactives show top-dose activation, hits mostly activators; 420,000 tested, 0.02% active; U87-MG GRP78 promoter luciferase reporter, 16 h; note: potency is the fitted concentration of half-maximal effect; series mostly up to about 76 µM; % of control where 0% means no effect; nearly all actives have a fitted effect of over 35% in size
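ERSR induction read as luciferase luminescence (Bright-Glo, 10 min at room temperature) in stably transfected human U87-MG glioma cells exposed to compounds for 16 h, using GRP78 as sensor.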
RXFP1 agonist: agonists of human relaxin receptor RXFP1. Potency, µM (doses to about 57.5 µM), for the others: at the highest dose activation, usual class: activators. HEK293T-RXFP1 cAMP TR-FRET, 30 min; response scale: percent of porcine relaxin response, buffer zero. 370,000 tested, 0.3% active. AID 2676. Q9HBX9; note: potency is the fitted concentration of half-maximal effect; % is set by controls: 0 for no effect and ±100 for the full control effect; nearly all actives have a fitted effect of over 60% in size; many of its hits are not listed in these tables
Target sequence (Q9HBX9 whole entry, looked up): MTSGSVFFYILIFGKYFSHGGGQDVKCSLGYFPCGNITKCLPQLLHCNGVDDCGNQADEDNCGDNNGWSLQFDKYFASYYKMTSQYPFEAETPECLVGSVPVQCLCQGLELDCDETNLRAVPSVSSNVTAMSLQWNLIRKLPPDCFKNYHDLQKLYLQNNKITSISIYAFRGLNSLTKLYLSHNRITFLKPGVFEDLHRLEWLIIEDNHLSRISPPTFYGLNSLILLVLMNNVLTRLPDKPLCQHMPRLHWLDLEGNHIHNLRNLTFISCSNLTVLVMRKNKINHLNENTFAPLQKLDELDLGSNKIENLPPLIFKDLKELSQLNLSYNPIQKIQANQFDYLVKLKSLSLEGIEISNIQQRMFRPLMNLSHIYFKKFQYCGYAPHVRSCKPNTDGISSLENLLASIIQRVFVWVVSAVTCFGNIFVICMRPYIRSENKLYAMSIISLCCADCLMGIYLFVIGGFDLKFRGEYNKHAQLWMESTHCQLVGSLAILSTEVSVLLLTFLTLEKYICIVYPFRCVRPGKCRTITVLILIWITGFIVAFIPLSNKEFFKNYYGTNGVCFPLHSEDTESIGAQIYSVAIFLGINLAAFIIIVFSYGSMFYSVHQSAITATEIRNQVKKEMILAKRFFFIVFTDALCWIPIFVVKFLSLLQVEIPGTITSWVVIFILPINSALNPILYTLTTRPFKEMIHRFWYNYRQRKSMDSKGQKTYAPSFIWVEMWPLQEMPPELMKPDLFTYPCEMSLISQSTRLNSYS
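HEK293T cells stably expressing RXFP1 were pretreated with the PDE4 inhibitor Ro 20174, exposed to compounds for 30 min at 37C, lysed, and cAMP was read by TR-FRET. Data normalized to buffer (basal) and 29 nM porcine relaxin (100%).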
mIDH1 inhibitor: human IDH1 R132H inhibition | O75874 | Potency, µM (highest dose often 76.6 µM), for the others: at the top dose activity change, negative = inhibition, hits mostly inhibitors | 390,000 tested, 0.093% active | AID 602179 | IDH1-R132H enzyme, NADPH consumption, diaphorase/resazurin fluorescence; note: potency is the fitted concentration of half-maximal effect; % is set by controls: 0 for no effect and ±100 for the full control effect; nearly all actives have a fitted effect of over 65% in size
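IDH1-R132H (0.5 ug/mL dispensed) in pH 7.5 Tris buffer was preincubated 30 min with compound, then given a substrate mix of 0.016 mM NADPH and 2 mM alpha-KG for 80 min at room temperature; remaining NADPH was read by diaphorase/resazurin fluorescence.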
TrxR1 substrate: rat thioredoxin reductase 1 substrate activity; purified TrxR1 substrate turnover, NADPH consumption readout; Potency, µM (top dose mostly 114 µM), without a hit: top-dose activity change, negative = substrate turnover; 390,000 tested, 0.01% active; AID 588456; note: potency is the fitted concentration of half-maximal effect; % is set by controls: 0 for no effect and ±100 for the full control effect; nearly all actives have a fitted effect of over 50% in size
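Rat TrxR1, dispensed at 90 nM, was prereduced with 400 uM NADPH (final) for 5 min at ~22 deg C, then incubated with compound 15 min before 400 uM selenite. A first-read NADPH fluorescence drop versus no-compound background flagged substrates.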
Vif-APOBEC3G blk: inhibitors of Vif-APOBEC3G interaction | AID 602310 | Q9HC16 | HeLa A3G-eYFP + Vif (tagged APOBEC3G with the HIV-1 protein that degrades it), YFP fluorescence, overnight | 410,000 tested, 0.076% active | Potency, µM (doses to about 46.1 µM), for the others: at the top dose activity, negative = active, actives largely listed as inhibitors;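 note: potency is the fitted concentration of half-maximal effect; % is set by controls: 0 for no effect and ±100 for the full control effect; nearly all actives have a fitted effect of over 60% in size; hits raise eYFP signal because A3G escapes Vif-driven loss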
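HeLa cells stably expressing Vif and C-terminally eYFP-tagged A3G, seeded overnight at 37 deg C, then exposed to compound by pintool overnight at 37 deg C. Rise in yellow fluorescence (Ex 488/Em 500-530, Acumen) marks blocked Vif-driven A3G degradation.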
LDHA block: inhibitors of human lactate dehydrogenase A | P00338 | purified LDHA, NADH/diaphorase-resazurin fluorescence; active compounds read low | activity change, % (values are at about 110 or 230 µM) | 480,000 tested, 0.15% active; in the data active = activity change below about -30%; inconclusive = mostly about -25% to -30%;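 note: plate controls were DMSO wells for no effect and wells without enzyme for full effect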
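Enzyme activity of human lactate dehydrogenase 5 (2 nM; 0.06 mM NADH, 0.2 mM pyruvate, 5 min, RT) is measured via a resazurin/diaphorase fluorescence readout of residual NADH.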
* marks the source's active call; other numbers are inactive results; ? = inconclusive; . = no result given; & = joins results of further samples; [ ] = another dose, or the depositor's remark. Unless noted, calls come from the whole dose curve; as a rule, active = well fitted curve in the direction sought with a large enough effect; inconclusive = small, poorly fitted or top-dose-only effect, or another doubt; inactive = no such curve, though single readings can be large; an effect the other way counts as inactive or inconclusive. Some of the compounds tested (hit frequency here may not be typical).

SMILES	USP1 inh	PI4K2A block	Vif-APOBEC3F blk	Glioma ERSR ind	RXFP1 agonist	mIDH1 inhibitor	TrxR1 substrate	Vif-APOBEC3G blk	LDHA block
CCCSc1nc2c(c(=O)[nH]c(=O)n2C)n1CC(O)COc1ccccc1 (configuration not stated)	-8.4%	1.6	-6.5%	-4.8%	5.1%	4.0%	6.2%[57.1 µM]	2.7%	2.1&-0.2
Cc1ccc(C(=O)c2cc3ccccc3o2)cc1	0.3%	3.9	-5.7%	2.7%	3.3%	-1.8%	-12.2%	3.6%	-7.0
COc1ccc(OC)c(C(c2nnnn2CCc2ccccc2)N2CCN(c3ccccc3)CC2)c1 (configuration not stated)	-17.1%	-6.2	5.4%	-1.9%	-0.2%	2.5%	3.5%	0.2%	-5.8
Cc1cc(Cl)ccc1NC(=O)CCn1nc(C)c2c(C)n(-c3ccccc3)nc2c1=O	?	-1.0	3.6%	-4.7%	-2.8%	-10.8%	-8.9%	-0.3%	-13.6
CC(=O)C1=C(O)C(=O)N(c2ccc(O)cc2)C1c1ccccc1Cl (configuration not stated)	-33.3%	0.8	-18.7%	-3.5%	5.8%	0.1%	-6.5%[57.1 µM]	0.1%	-3.3
COc1cccc2cc(-c3cc(=O)oc4cc(C)c(O)cc34)oc12	-5.8%	0.8	-3.4%	-0.6%	-1.8%	6.9%	-3.3%	2.6%	0.5
COc1ccc(CNC(=O)Cn2nc(C)c3nn(-c4ccc(Cl)cc4)c(C)c3c2=O)cc1	?	1.4	0.5%	-1.2%	?	-8.0%	1.6%[57.1 µM]	0.4%	-13.2
COc1ccc(Cl)cc1NC(=S)N1CCCCCC1	-5.3%	-5.0	-13.8%	1.9%	-1.8%	19.5%	-4.7%	-0.1%	-2.3
COc1cccc(C2Nc3ccccc3C(=O)N2O)c1O (configuration not stated)	-17.2%	-7.5	2.2%	1.8%	0.4%	0.0%	-7.2%	-1.3%	8.7
CCOC(=O)c1ccc(CNC(=O)Cn2nnc(-c3ccccc3)n2)o1	-1.7%	1.1	-19.4%	-1.8%	-1.1%	-8.7%	-10.4%	4.1%	-14.2

Complete entries from above. Order of screens: USP1 inh | PI4K2A block | Vif-APOBEC3F blk | Glioma ERSR ind | RXFP1 agonist | mIDH1 inhibitor | TrxR1 substrate | Vif-APOBEC3G blk | LDHA block
CC(=O)C1=C(O)C(=O)N(c2ccc(O)cc2)C1c1ccccc1Cl (configuration not stated) in the list: -33.3% | 0.8 | -18.7% | -3.5% | 5.8% | 0.1% | -6.5%[57.1 µM] | 0.1% | -3.3
COc1ccc(OC)c(C(c2nnnn2CCc2ccccc2)N2CCN(c3ccccc3)CC2)c1 (configuration not stated) in the list: -17.1% | -6.2 | 5.4% | -1.9% | -0.2% | 2.5% | 3.5% | 0.2% | -5.8
Cc1cc(Cl)ccc1NC(=O)CCn1nc(C)c2c(C)n(-c3ccccc3)nc2c1=O in the list: ? | -1.0 | 3.6% | -4.7% | -2.8% | -10.8% | -8.9% | -0.3% | -13.6
COc1cccc(C2Nc3ccccc3C(=O)N2O)c1O (configuration not stated) in the list: -17.2% | -7.5 | 2.2% | 1.8% | 0.4% | 0.0% | -7.2% | -1.3% | 8.7
CCCSc1nc2c(c(=O)[nH]c(=O)n2C)n1CC(O)COc1ccccc1 (configuration not stated) in the list: -8.4% | 1.6 | -6.5% | -4.8% | 5.1% | 4.0% | 6.2%[57.1 µM] | 2.7% | 2.1&-0.2

Next entries follow:
SMILES	USP1 inh	PI4K2A block	Vif-APOBEC3F blk	Glioma ERSR ind	RXFP1 agonist	mIDH1 inhibitor	TrxR1 substrate	Vif-APOBEC3G blk	LDHA block
Cc1cc(Cl)ccc1OCC(=O)Nc1ccccc1N1CCOCC1	-17.7%	6.8	5.4%	-4.8%	0.5%	-0.1%	-9.0%	-7.0%	-4.3
CC1(C)C(=O)OC(C(=O)c2ccccc2)C2(CCCCC2)C1=O (configuration not stated)	-20.0%	2.3	-5.6%	-2.3%	3.0%	-0.7%	-7.1%	0.7%	-12.5
O=c1cc(CSc2nnc(-c3ccco3)o2)c2ccccc2[nH]1	-21.0%	-0.3	0.4%	2.4%	0.3%	8.4%	1.4%	0.5%	7.6
Cc1ccc(C)c(NC(=O)CN(C)S(=O)(=O)c2ccccc2)c1	-15.2%	-3.3	-2.5%	-4.9%	1.2%	1.5%	5.7%	1.8%	-2.5
CCCCCCCCCCCCN1C/C(=C\C(=O)OCC)c2cc(C(F)(F)F)ccc2S1(=O)=O	-4.8%	-3.9	2.0%	5.4%&-1.6%	-0.5%	3.3%	-8.3%&1.4%	-0.9%&-2.8%	-10.6
COc1cc(C)c(CN2CCSCC2)cc1C	-18.6%	2.6	10.7%	-2.6%	1.7%	-4.1%	3.4%	-4.1%	-20.9
CC1CCCCN1Cc1ccc(-c2nn[nH]n2)cc1 (configuration not stated)	-25.9%	-0.1	-7.2%	-2.0%	0.7%	4.8%	3.6%	-0.8%	-10.3
CCOCCn1ccc2c(OCC(=O)Nc3cc(C)cc(C)c3)cccc2c1=O	-34.5%	13.0	-9.6%	-1.6%	1.1%	2.4%	0.5%[57.1 µM]	-7.3%	1.5
CN(C)C(CNC(=O)c1ccc(S(=O)(=O)Nc2ccccc2F)cc1)c1ccccc1 (configuration not stated)	-1.7%	-4.7	4.5%	-1.5%	-1.6%	3.8%	-10.3%	-0.5%	-6.7
Cc1cc(NC(=O)c2cccnc2Cl)ccc1NC(=O)c1cc2ccccc2o1	-15.2%	-0.3	-17.6%	-7.1%	7.5%	-4.9%	42.1%	-4.8%	-4.2
COc1ccccc1NS(=O)(=O)c1cc(NC(=O)c2ccc(=O)[nH]c2)ccc1N1CCOCC1	-12.0%	7.4	1.3%	-4.1%	3.1%	-0.7%	-3.4%	-0.9%	4.2
CC(CC(=O)NCc1ccc(F)cc1)c1ccccc1 (configuration not stated)	-17.9%	3.4	8.2%	-3.7%	-4.5%	10.1%	3.0%	-10.0%	-4.4
CN(Cc1ccccc1Cl)C(=O)C1CCC(=O)N(CCc2cccc(F)c2)C1 (configuration not stated)	-12.8%	1.2	-11.9%	0.1%	-3.4%	-5.3%	1.7%	-0.1%	-8.4
O=C(Nc1ccccc1)c1cc(C2COCCN2C(=O)CCCc2ccccc2)on1 (configuration not stated)	.	1.3	.	2.0%	.	.	.	1.0%	-5.7
Cc1ccc(Cl)cc1NC(=O)c1ccccc1OCC(=O)N1CCOCC1	-9.0%	1.2	-5.4%	0.2%	-1.3%	-0.6%	-6.5%	-1.0%	2.0
O=S(=O)(NCC1CCN(c2ccc(S(=O)(=O)N3CCOCC3)cc2)CC1)c1ccc(F)cc1	-17.4%	1.7	-27.3%	-5.2%	-0.4%	3.6%	5.5%	-0.3%	-2.7
CC(C)Cc1cc(C(=O)N2CCCC(C(=O)c3cc(F)ccc3F)C2)n(C)n1 (configuration not stated)	-8.2%	8.9	1.4%	0.0%	3.0%	10.1%	-5.7%	1.7%	-1.7
COc1cc2nc(Nc3ccc(C)c(Cl)c3)nc(N)c2cc1OC	-12.6%	1.1	-5.8%	-14.3%	-0.8%	-0.2%	11.2%[57.1 µM]	-7.9%	2.0
O=C(CCCc1ccccc1)NCCc1ccc(F)cc1	-6.9%	0.1	-7.7%	2.5%	6.1%	8.9%	3.4%[57.1 µM]	0.0%	-3.3
Cc1ccc(C(=O)N2CCc3ccccc32)cc1	?	-0.3	-12.0%	15.2%	-0.5%	-1.9%	4.3%	-0.6%	-1.5
O=S1(=O)CCN(Cc2ccc(Cl)cc2)CC1	-19.2%	-2.8	8.0%	-4.5%	-3.6%	2.9%	-7.6%[57.1 µM]	-0.3%	-4.4
C/C(=N\NC(=O)CSc1nnc(C)s1)c1ccc(O)cc1	-21.0%	-4.1	-0.2%	-1.0%	1.9%	1.6%	-3.6%	-0.8%	-7.0
CCOC(=O)N1CCc2c(sc3c2c(=O)n(CCc2ccccc2)c(=O)n3CC(=O)Nc2cccc(C)c2)C1	-23.7%	2.4	-16.1%	-0.8%	-1.0%	-18.8%	2.3%	-6.5%	-10.6
Cc1c(CN2CCc3c([nH]c4ccccc34)C2C2CCCCC2)cnn1C (configuration not stated)	-17.3%	-0.1	-4.3%	-3.3%	0.3%	-11.0%	-2.1%[57.1 µM]	-6.9%	5.7
COc1ccc(C2NC(=O)NC(O)(C(F)(F)F)C2C(=O)c2ccc(F)cc2)cc1 (configuration not stated)	1.9%	-1.8	.	-2.4%	2.9%	6.9%	1.2%	1.4%	1.1
CCN(C(=O)COC(=O)/C=C/c1ccccc1Cl)c1c(N)n(Cc2ccccc2)c(=O)[nH]c1=O	-3.5%	-2.4	8.3%	-2.4%	2.3%	-2.3%	5.5%	0.1%	-14.1
COc1ccccc1NC(=O)CSc1nc2ccccc2c2nc(-c3ccccc3)nn12	-18.8%	2.6	-8.4%	-2.1%	2.1%	-8.1%	-2.3%[57.1 µM]	1.4%	-0.1
